High-throughput results: PubChem BioAssay, Sanford-Burnham Center for Chemical Genomics
NALP3 yeast inh: NALP3 inhibition in yeast | Yeast reconstituted NLRP3/ASC/caspase-1, beta-gal luminescence, 24 h | inhibition, % at 10 µM | 330,000 compounds, 0.39% hits;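 active = inhibition of 50% or more; inactive = inhibition below 50%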;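 also: plate controls were induced DMSO wells for no effect and uninduced yeast grown without galactose for full effect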
SENP1 FRET inh: blocks the human SENP1 SUMO protease catalytic domain | 360,000 compounds, 0.21% hits | inhibition, % at 10 µM | Q9P0U3 | AID 624204 | recombinant SENP1 catalytic domain, CyPet-SUMO1-YPet FRET cleavage;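 active = inhibition at least 30% at 10 µM, raw YFP signal under a set limit, fluorescence ratio 0.5 to 1.5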;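 also: 0% = enzyme with DMSO and 100% = no enzyme wells; some results filed as inactive read as strong as hits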
Target sequence (Q9P0U3 419-644 limits assumed): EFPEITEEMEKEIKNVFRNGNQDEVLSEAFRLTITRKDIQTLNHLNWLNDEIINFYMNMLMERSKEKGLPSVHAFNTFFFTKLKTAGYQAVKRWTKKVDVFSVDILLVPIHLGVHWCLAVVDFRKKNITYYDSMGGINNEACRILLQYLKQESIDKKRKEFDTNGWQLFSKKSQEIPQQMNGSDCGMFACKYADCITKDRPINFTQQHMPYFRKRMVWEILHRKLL
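material = recombinant human SENP1 catalytic domain, His6-tagged | quantity = 20 pM enzyme | reagent = 25 nM SUMO1 FRET substrate | compound dosing = 10 µM single point, 0.5% DMSO | timing = 50 min enzyme reaction, room temperature, light-protected | detection = FRET, CFP and YFP emission | control set = no-enzyme low, enzyme-DMSO high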
SENP8 block-1: blocks the human protease SENP8; Q96LD8; purified SENP8, Z-RLRGG-aminoluciferin cleavage, luminescence; inhibition, % at 10 µM; 330,000 compounds, 1.2% hits; AID 2540; in the data active = inhibition above about 50%
SENP8 block-2: blocks human SENP8 cleavage of Nedd8 substrate; Q96LD8; recombinant SENP8, Nedd8 substrate fluorescence; inhibition, % at 20 µM; 360,000 compounds, 0.64% hits; AID 602440; in the data active = inhibition mostly above about 40%, no sharp cut-off; inactive = mostly below about 27%
Apaf1 inhib: human Apaf-1 inhibition; O14727; reconstituted apoptosome caspase-3 activity, DEVD-Rh110 fluorescence; inhibition, % at 20 µM; 330,000 compounds, 0.71% hits; AID 489030; active = inhibition of at least 40% at 20 µM;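 also: plate controls were DMSO wells for no effect and DEVD-CHO caspase inhibitor wells for full effect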
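System – cell-free apoptosome with Apaf-1, procaspase-3 and caspase-9 · Buffer or medium – pH 7.5 Hepes buffer with CHAPS, BSA, DTT · Also added – cytochrome c with DEVD-Rh110 · Times – 30 min compound preincubation, 50 min activation, room temperature · Technique – Rh110 fluorescence intensity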
HKDC1 inh: HKDC1 (human) hexokinase inhibition. Q2TB90. recombinant HKDC1, G6PDH/diaphorase resazurin coupled fluorescence. inhibition, % at 20 µM. 340,000 compounds, 0.16% hits;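 active = inhibition above about 35% when tested at 20 µM, limit read from the data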;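 also: plate controls were DMSO wells with enzyme for no effect and DMSO wells lacking enzyme for full effect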
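Test system: recombinant HKDC1 (HK5) hexokinase enzyme, produced in-house; Amount: enzyme 5 µg/mL final; Buffer or medium: Tris pH 8.0 buffer with MgCl2, Tween-20, BSA, BME; Reagent: glucose and ATP substrates; Doses: 20 µM test compound, 1% DMSO; Incubation: 90 min reaction incubation at room temperature, dark; Detection: resorufin fluorescence at 613 nm.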
PfG6PD inh: PfG6PD (Plasmodium falciparum) enzyme inhibition | PfGluPho enzyme, NADPH resazurin-diaphorase fluorescence | inhibition, % at 20 µM | 350,000 compounds, 0.78% hits;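 active = inhibition reaching at least a set limit at 20 µM in the primary screen, cut at about 59% in these data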;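 also: 0% = DMSO wells with substrate and 100% = DMSO wells lacking glucose-6-phosphate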
SENP6 inh: inhibitors of human SENP6 protease. Q9GZR1. Recombinant SENP6 catalytic domain, aminoluciferin luminescence. inhibition, % at 10 µM. 330,000 compounds, 1.8% hits;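 active = inhibition above about 50% at the single tested dose, limit read from the data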;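 also: plate controls were DMSO wells with enzyme for no effect and DMSO wells lacking enzyme for full effect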
Target sequence (Q9GZR1 628-1112 limits assumed): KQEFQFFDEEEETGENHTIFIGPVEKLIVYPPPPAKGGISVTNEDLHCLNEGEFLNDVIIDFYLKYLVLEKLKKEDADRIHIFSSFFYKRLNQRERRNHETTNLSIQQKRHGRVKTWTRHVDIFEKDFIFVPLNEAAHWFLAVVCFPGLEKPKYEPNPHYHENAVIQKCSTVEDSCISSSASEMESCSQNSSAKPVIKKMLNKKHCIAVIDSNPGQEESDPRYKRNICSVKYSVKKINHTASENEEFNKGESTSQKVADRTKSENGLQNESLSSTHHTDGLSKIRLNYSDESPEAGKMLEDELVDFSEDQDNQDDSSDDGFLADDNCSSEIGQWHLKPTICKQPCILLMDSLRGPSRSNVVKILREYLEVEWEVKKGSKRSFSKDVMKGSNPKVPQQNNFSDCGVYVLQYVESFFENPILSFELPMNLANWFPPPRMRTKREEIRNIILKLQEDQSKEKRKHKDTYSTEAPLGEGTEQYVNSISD
SENP7 inh: inhibitors of human SENP7 protease; recombinant SENP7, Z-RLRGG-aminoluciferin luminescence, 40 min; Q9BQF6; inhibition, % at 5 µM; AID 434973; 330,000 compounds, 1.5% hits;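 active = inhibition above about 50% at the single test dose, limit read from the data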;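 also: plate controls were DMSO with enzyme for no effect and no enzyme buffer wells for full effect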
Target sequence (Q9BQF6 706-1050 limits assumed): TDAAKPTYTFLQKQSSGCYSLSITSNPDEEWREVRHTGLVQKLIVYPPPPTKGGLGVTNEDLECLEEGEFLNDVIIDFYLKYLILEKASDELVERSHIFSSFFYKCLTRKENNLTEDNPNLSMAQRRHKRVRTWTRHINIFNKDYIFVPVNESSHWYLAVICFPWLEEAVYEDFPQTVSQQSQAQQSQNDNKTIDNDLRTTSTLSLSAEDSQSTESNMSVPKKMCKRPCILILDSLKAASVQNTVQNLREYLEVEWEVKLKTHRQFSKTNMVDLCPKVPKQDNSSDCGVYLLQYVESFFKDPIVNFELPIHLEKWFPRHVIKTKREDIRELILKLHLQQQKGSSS
* hit, by the source's call.

How did O=C1OC(c2ccccc2)=N/C1=C\N1CCCCC1 do in these assays?
NALP3 yeast inh: 19; SENP1 FRET inh: 4; SENP8 block-1: -3; SENP8 block-2: 24; Apaf1 inhib: -1; HKDC1 inh: 11; PfG6PD inh: -24; SENP6 inh: -32; SENP7 inh: 0

How did CCN1CCN(c2ccc(NC(=O)CCc3c(C)nc4c(-c5ccc(F)cc5)c(C)nn4c3C)cc2)CC1 do in these assays?
NALP3 yeast inh: 9; SENP1 FRET inh: -9; SENP8 block-1: 4; SENP8 block-2: -48; Apaf1 inhib: 4; HKDC1 inh: -5; PfG6PD inh: 10; SENP6 inh: -4; SENP7 inh: 5

How did CC(=O)NC(Cc1ccc(F)c(F)c1)C(=O)NC1CCN(S(=O)(=O)c2ccc(C)cc2)CC1 (stereo unspecified) do in these assays?
NALP3 yeast inh: 10; SENP1 FRET inh: 0; SENP8 block-1: -4; SENP8 block-2: 1; Apaf1 inhib: -9; HKDC1 inh: -1; PfG6PD inh: 5; SENP6 inh: -20; SENP7 inh: -2

What do the screens show for `O=C1CC(Cc2ccc(Cl)cc2)C(=O)N1c1cc(Cl)ccn1` (stereo unspecified)?
NALP3 yeast inh: 1; SENP1 FRET inh: 0; SENP8 block-1: -5; SENP8 block-2: 10; Apaf1 inhib: -21; HKDC1 inh: -5; PfG6PD inh: 11; SENP6 inh: -8; SENP7 inh: 6

What do the screens show for `CC(Sc1ccc(Cl)cc1)C(=O)Nc1ccccc1C(=O)N1CCOCC1` (stereo unspecified)?
NALP3 yeast inh: -6; SENP1 FRET inh: 1; SENP8 block-1: -2; SENP8 block-2: 24; Apaf1 inhib: 3; HKDC1 inh: -6; PfG6PD inh: -1; SENP6 inh: 11; SENP7 inh: 2

What do the screens show for `Cc1cccc(OCC(O)CN2CCOCC2)c1` (stereo unspecified)?
NALP3 yeast inh: 1; SENP1 FRET inh: 1; SENP8 block-1: 0; SENP8 block-2: 8; Apaf1 inhib: -4; HKDC1 inh: -2; PfG6PD inh: -5; SENP6 inh: -21; SENP7 inh: -11

What do the screens show for `CCOC(=O)C1C2C=CC3(CN(Cc4ccco4)C(=O)C13)O2` (stereo unspecified)?
NALP3 yeast inh: -5; SENP1 FRET inh: 0; SENP8 block-1: 0; SENP8 block-2: 19; Apaf1 inhib: 0; HKDC1 inh: -2; PfG6PD inh: 13; SENP6 inh: -8; SENP7 inh: -2

What do the screens show for `COc1ccc(NC(=O)CC2(CC(=O)O)CCCC2)cn1`?
NALP3 yeast inh: -2; SENP1 FRET inh: 0; SENP8 block-1: -14; SENP8 block-2: 9; Apaf1 inhib: 6; HKDC1 inh: -1; PfG6PD inh: -21; SENP6 inh: 2; SENP7 inh: -1

How did C=C(C)C1CC=C(CN2CC(C)OC(C)C2)CC1 (stereo unspecified) do in these assays?
NALP3 yeast inh: -5; SENP1 FRET inh: 0; SENP8 block-1: 4; SENP8 block-2: 20; Apaf1 inhib: -6; HKDC1 inh: -4; PfG6PD inh: -4; SENP6 inh: -28; SENP7 inh: -4

Results for COc1ccc(/C=N/NC(=O)c2ccccc2[N+](=O)[O-])cc1CN1CCc2cc(OC)c(OC)cc2C1C (stereo unspecified) ?
NALP3 yeast inh: 9; SENP1 FRET inh: -4; SENP8 block-1: 1; SENP8 block-2: -18; Apaf1 inhib: -15; HKDC1 inh: -1; PfG6PD inh: 17; SENP6 inh: -11; SENP7 inh: 24

Results for COc1ccc(OCCNC(=O)c2cccc(Oc3ccc(C(F)(F)F)cc3[N+](=O)[O-])c2)cc1 ?
NALP3 yeast inh: 12; SENP1 FRET inh: 0; SENP8 block-1: 0; SENP8 block-2: 5; Apaf1 inhib: 5; HKDC1 inh: -5; PfG6PD inh: 1; SENP6 inh: 1; SENP7 inh: 0

Results for CC1(c2nnc(-c3ccc(Cl)cc3)o2)CC(c2ccc([N+](=O)[O-])cc2)=NO1 (stereo unspecified) ?
NALP3 yeast inh: 16; SENP1 FRET inh: 2; SENP8 block-1: 2; SENP8 block-2: 16; Apaf1 inhib: 5; HKDC1 inh: -4; PfG6PD inh: 4; SENP6 inh: -7; SENP7 inh: 1

How did CCCCC(=O)N1CC(=O)Nc2ccc(F)cc2C1c1ccc(F)cc1 (stereo unspecified) do in these assays?
NALP3 yeast inh: 14; SENP1 FRET inh: 1; SENP8 block-1: -14; SENP8 block-2: 8; Apaf1 inhib: 13; HKDC1 inh: -1; PfG6PD inh: -3; SENP6 inh: -25; SENP7 inh: -8

What do the screens show for `O=C(CCl)Nc1cccn2ncnc12`?
NALP3 yeast inh: -5; SENP1 FRET inh: 1; SENP8 block-1: -10; SENP8 block-2: 7; Apaf1 inhib: 1; HKDC1 inh: -8; PfG6PD inh: -16; SENP6 inh: -29; SENP7 inh: -4

Results for CC1(C)Nc2ccccc2C(=O)N1c1ccc(Br)cc1 ?
NALP3 yeast inh: -7; SENP1 FRET inh: -2; SENP8 block-1: 24; SENP8 block-2: -425; Apaf1 inhib: -5; HKDC1 inh: -5; PfG6PD inh: 7; SENP6 inh: 42; SENP7 inh: 14

Results for Cc1cc2c(cc1C)-c1c(ssc1=Nc1ccc(S(N)(=O)=O)cc1)C(C)(C)N2 ?
NALP3 yeast inh: 7; SENP1 FRET inh: 1; SENP8 block-1: -3; SENP8 block-2: 6; Apaf1 inhib: 18; HKDC1 inh: -1; PfG6PD inh: 4; SENP6 inh: -4; SENP7 inh: -3

What do the screens show for `CCN1CCn2c3c(c4cc(C)ccc42)CCCC31` (stereo unspecified)?
NALP3 yeast inh: 20; SENP1 FRET inh: 2; SENP8 block-1: -10; SENP8 block-2: -163; Apaf1 inhib: 9; HKDC1 inh: -7; PfG6PD inh: 11; SENP6 inh: -4; SENP7 inh: -7

Results for Cc1ccc(OCCCCN2CCC(C)CC2)cc1 ?
NALP3 yeast inh: 19; SENP1 FRET inh: -2; SENP8 block-1: -5; SENP8 block-2: 9; Apaf1 inhib: 0; HKDC1 inh: -1; PfG6PD inh: -9; SENP6 inh: 11; SENP7 inh: 5

How did CCOc1ccccc1Nc1ccc(C(=O)O)cc1[N+](=O)[O-] do in these assays?
NALP3 yeast inh: 12; SENP1 FRET inh: 3; SENP8 block-1: 1; SENP8 block-2: 22; Apaf1 inhib: -5; HKDC1 inh: -2; PfG6PD inh: -29; SENP6 inh: -4; SENP7 inh: 7

Results for CCCN(C(=O)c1nc2nc(C)cc(C)n2n1)c1c(N)n(Cc2ccccc2)c(=O)[nH]c1=O ?
NALP3 yeast inh: 4; SENP1 FRET inh: 3; SENP8 block-1: -7; SENP8 block-2: 0; Apaf1 inhib: -3; HKDC1 inh: -6; PfG6PD inh: 10; SENP6 inh: -9; SENP7 inh: 1

How did CCOC(=O)/C(=C\c1ccccc1)C(=O)CCN1CCOCC1 do in these assays?
SENP1 FRET inh: -6; SENP8 block-2: 8; HKDC1 inh: 5; PfG6PD inh: 58

Results for O=C(CS(=O)CC(=O)NC12CC3CC(CC(C3)C1)C2)Nc1ccc(F)cc1 (stereo unspecified) ?
NALP3 yeast inh: 12; SENP1 FRET inh: 1; SENP8 block-1: 1; SENP8 block-2: 9; Apaf1 inhib: -1; HKDC1 inh: -6; PfG6PD inh: -10; SENP6 inh: 2; SENP7 inh: 4

How did N#Cc1cc2c(nc1SCc1ccc(Cl)cc1)CCCC2 do in these assays?
NALP3 yeast inh: -7; SENP1 FRET inh: 0; SENP8 block-1: 2; SENP8 block-2: 12; Apaf1 inhib: -2; HKDC1 inh: -2; PfG6PD inh: 1; SENP6 inh: 4; SENP7 inh: 7

What do the screens show for `CCn1c(SCC(=O)NNC(=O)c2ccc(C)cc2)nnc1-c1ccco1`?
NALP3 yeast inh: 11; SENP1 FRET inh: 2; SENP8 block-1: -4; SENP8 block-2: 13; Apaf1 inhib: 2; HKDC1 inh: -10; PfG6PD inh: -9; SENP6 inh: 2; SENP7 inh: 1

What do the screens show for `CC(C)(CCO)Nc1ncnc2onc(-c3ccc(F)cc3)c12`?
NALP3 yeast inh: -1; SENP1 FRET inh: 0; SENP8 block-1: 1; SENP8 block-2: 19; Apaf1 inhib: -1; HKDC1 inh: -5; PfG6PD inh: -2; SENP6 inh: -4; SENP7 inh: 0

Results for COC(=O)NCN1C(=O)C2C3C=CC(C3)C2C1=O (stereo unspecified) ?
NALP3 yeast inh: 16; SENP1 FRET inh: 2; SENP8 block-1: 4; SENP8 block-2: 18; Apaf1 inhib: -13; HKDC1 inh: -9; PfG6PD inh: -9; SENP6 inh: 9; SENP7 inh: -5

Results for Cc1cc2oc(C(=O)Nc3ccc(S(=O)(=O)N4CCCC(C)C4)cc3)cc(=O)c2cc1Cl (stereo unspecified) ?
NALP3 yeast inh: 6; SENP1 FRET inh: -4; SENP8 block-1: -11; SENP8 block-2: 7; Apaf1 inhib: 5; HKDC1 inh: -10; PfG6PD inh: 3; SENP6 inh: -8; SENP7 inh: -6

Results for Cc1cc(C)cc(C(=O)NCC(=O)OCC(=O)N(C)C2CCS(=O)(=O)C2)c1 (stereo unspecified) ?
NALP3 yeast inh: 13; SENP1 FRET inh: 2; SENP8 block-1: 1; SENP8 block-2: 7; Apaf1 inhib: 7; HKDC1 inh: -9; PfG6PD inh: -8; SENP6 inh: 6; SENP7 inh: 3

Random excerpt: 4 entries already listed.
Results for Cc1ccc(OCCCCN2CCC(C)CC2)cc1 ?
NALP3 yeast inh: 19; SENP1 FRET inh: -2; SENP8 block-1: -5; SENP8 block-2: 9; Apaf1 inhib: 0; HKDC1 inh: -1; PfG6PD inh: -9; SENP6 inh: 11; SENP7 inh: 5

What do the screens show for `CCOC(=O)C1C2C=CC3(CN(Cc4ccco4)C(=O)C13)O2` (stereo unspecified)?
NALP3 yeast inh: -5; SENP1 FRET inh: 0; SENP8 block-1: 0; SENP8 block-2: 19; Apaf1 inhib: 0; HKDC1 inh: -2; PfG6PD inh: 13; SENP6 inh: -8; SENP7 inh: -2

Results for O=C(CS(=O)CC(=O)NC12CC3CC(CC(C3)C1)C2)Nc1ccc(F)cc1 (stereo unspecified) ?
NALP3 yeast inh: 12; SENP1 FRET inh: 1; SENP8 block-1: 1; SENP8 block-2: 9; Apaf1 inhib: -1; HKDC1 inh: -6; PfG6PD inh: -10; SENP6 inh: 2; SENP7 inh: 4

How did CCCCC(=O)N1CC(=O)Nc2ccc(F)cc2C1c1ccc(F)cc1 (stereo unspecified) do in these assays?
NALP3 yeast inh: 14; SENP1 FRET inh: 1; SENP8 block-1: -14; SENP8 block-2: 8; Apaf1 inhib: 13; HKDC1 inh: -1; PfG6PD inh: -3; SENP6 inh: -25; SENP7 inh: -8
